SARS 3CLpro inh: SARS-CoV 3CLpro protease inhibition. P0C6X7. recombinant SARS-CoV 3CLpro, quenched FRET peptide cleavage. inhibition, % at 6 µM. 0.14% of 290,000 active; in the data active means inhibition above about 12%
PriA SSB inh: blocks PriA binding to SSB C-terminal tail | AID 1272365 | 0.6% of 430,000 active | AlphaScreen SSBct-PriA binding, biotinylated peptide | inhibition, % at 33 µM; in the data active means inhibition mostly above about 37%, no sharp cut-off; inactive means mostly below about 20%;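 further: plate controls were negative control peptide for no effect and reference peptide for full effect; strong numbers were not always called active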
MazF activator: MazEF (E. coli) toxin RNase activation; FAM/BHQ RNA-DNA oligo cleavage fluorescence, 5 h; activation, % at 20 µM; 0.32% of 350,000 active; in the data active means activation above about 50%
Vc quorum ag: inducers of Vibrio cholerae quorum light production without autoinducers. V. cholerae BH1578 lux reporter, luminescence, 6 h. activation, % at 18.7 µM. 0.16% of 350,000 active. AID 588436; in the data active means activation mostly above about 9.7%, no sharp cut-off; further: not every result past the cut was called active; inactives centre near 0; reference of the scale not given here
Mtb FBA inh: Mtb fructose-bisphosphate aldolase inhibition. P9WQA3. purified M. tuberculosis FBA, fluorescence read-out. inhibition, % at 1 µM. 2.3% of 360,000 active. AID 588726; in the data active means inhibition above about 27%;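 further: 0% = vehicle and 100% = reference inhibitor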
GDH-TPI counter: counter-screen for M. tuberculosis FBA inhibitors: GDH-TPI coupled enzymes; GDH-TPI coupled enzyme counterscreen, NADH absorbance; inhibition, % at 4.8 µM; 1.2% of 360,000 active; AID 588335; in the data active means inhibition above about 30%;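 further: 0% = DMSO wells and 100% = wells lacking the enzyme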
DUSP3 inh: inhibitors of human VHR1 phosphatase (DUSP3) | P51452 | recombinant VHR phosphatase, pNPP absorbance | inhibition, % at 13.3 µM | 0.52% of 290,000 active | AID 1654; in the data active means inhibition above about 50%; further: some compounds called inactive have numbers as strong as hits
Target sequence (P51452 whole entry, looked up): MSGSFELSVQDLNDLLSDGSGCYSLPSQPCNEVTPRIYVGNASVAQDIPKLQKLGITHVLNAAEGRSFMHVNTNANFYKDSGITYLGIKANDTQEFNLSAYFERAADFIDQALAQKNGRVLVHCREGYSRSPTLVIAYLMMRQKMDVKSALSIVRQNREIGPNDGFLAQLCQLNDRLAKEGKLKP
Mtb BioA inh: inhibitors of Mycobacterium tuberculosis BioA enzyme; AID 602481; purified M. tuberculosis BioA enzyme, plate reader; 0.096% of 360,000 active; inhibition, % at 9.99 µM; in the data active means inhibition above about 40%
Mtb UGM inh: inhibitors of M. tuberculosis UDP-galactopyranose mutase | P9WIQ1 | purified UGM, fluorescence polarization probe displacement | inhibition, % at 10 µM | 0.06% of 320,000 active; in the data active means inhibition above about 10%, passing the limit was not always enough
Target sequence (P9WIQ1 whole entry, looked up): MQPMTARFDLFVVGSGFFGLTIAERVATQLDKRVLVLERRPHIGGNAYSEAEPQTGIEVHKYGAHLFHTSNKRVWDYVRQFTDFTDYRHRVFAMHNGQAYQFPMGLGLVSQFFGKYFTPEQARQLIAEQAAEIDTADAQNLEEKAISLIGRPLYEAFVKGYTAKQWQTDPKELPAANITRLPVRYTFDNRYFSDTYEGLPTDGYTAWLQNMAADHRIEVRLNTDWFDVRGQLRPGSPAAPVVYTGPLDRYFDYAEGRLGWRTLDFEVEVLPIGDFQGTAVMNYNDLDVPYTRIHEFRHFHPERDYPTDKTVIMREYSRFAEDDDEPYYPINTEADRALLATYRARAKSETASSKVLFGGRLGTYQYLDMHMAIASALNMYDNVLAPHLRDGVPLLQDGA
Rv3671c inh: inhibits the M. tuberculosis serine protease Rv3671c. P9WHR9. inhibition, % at 5.96 µM. 0.048% of 320,000 active. AID 2606; in the data active means inhibition above about 38%;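 further: extracellular domain of Rv3671c used as enzyme; 0% = enzyme with DMSO and 100% = no enzyme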
Target sequence (P9WHR9 whole entry, looked up, the tested form may be a part): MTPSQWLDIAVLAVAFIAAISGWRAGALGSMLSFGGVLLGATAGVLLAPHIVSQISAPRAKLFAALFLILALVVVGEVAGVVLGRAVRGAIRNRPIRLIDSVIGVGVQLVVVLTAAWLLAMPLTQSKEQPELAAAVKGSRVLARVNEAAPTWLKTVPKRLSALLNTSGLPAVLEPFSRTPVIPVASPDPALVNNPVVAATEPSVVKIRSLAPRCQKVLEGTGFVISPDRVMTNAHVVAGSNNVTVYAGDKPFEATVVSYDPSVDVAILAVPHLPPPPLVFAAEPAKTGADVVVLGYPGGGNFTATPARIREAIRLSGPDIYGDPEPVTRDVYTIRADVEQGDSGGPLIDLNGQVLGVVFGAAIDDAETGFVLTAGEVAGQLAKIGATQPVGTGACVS
* marks the source's active call; other numbers are inactive results; i = inactive; / = not tested or not shown; + = active, no number; & = joins results of further samples. This is a subset. The share of hits here may be higher or lower than overall.

Compound | SARS 3CLpro inh | PriA SSB inh | MazF activator | Vc quorum ag | Mtb FBA inh | GDH-TPI counter | DUSP3 inh | Mtb BioA inh | Mtb UGM inh | Rv3671c inh
CC[C@]12c3[nH]c4ccccc4c3CCN1C(=O)C(CC(=O)NCCc1ccccn1)C[C@@H]2C(=O)N1CCN(C(=O)c2ccco2)CC1 (some centres not stated) | / | 1 | -14 | i | 0 | 1 | / | 0.2 | 0.2 | 6
CCc1ccc(Nc2nc3ccccc3c(=O)s2)cc1 | 10 | -3 | 11 | -0.3 | -1 | 4 | -6 | / | 1.3 | -5
CC(c1ccco1)N(C(=O)c1cccc(Br)c1)c1ccccn1 (configuration not stated) | -5 | -5 | -21 | i | 2 | 5 | 20 | -2.2 | -0.9 | -13
O=C(NCC(=O)N(c1ccccc1)C(C(=O)NC1CCCCC1)c1ccncc1)c1ccco1 (configuration not stated) | 5 | -12 | 4 | i | 5 | 4 | 19 | -1.0 | -2.9 | 3
CCOC(=O)[C@H]1[C@H]2COc3ccc(Br)cc3[C@@H]2N2C(=O)c3ccc(C)cc3NC(=O)[C@@]12C | / | -7 | -1 | -0.8 | -1 | -14 | / | -1.0 | 2.1 | -8
CNC[C@@H]1Oc2ccc(NS(=O)(=O)c3ccc(Cl)cc3)cc2C(=O)N([C@H](C)CO)C[C@@H]1C | / | 6 | 2 | -1.2 | 5 | 12 | / | -1.8&-1.1 | 0.2 | -1
COC(=O)c1ccc2c(c1)SC1=C(CCCC1=O)N2 | -6 | 8 | -84 | i | -2 | 5 | 2 | 1.0 | 1.8 | 25
Cc1c(C=C2C(=O)NC(=O)NC2=O)c(=O)n(-c2ccccc2)n1C | 1 | 6 | -23 | -0.3 | 4 | -5 | 14 | 0.4 | -1.1 | 1
CC(C)(C)c1ccc(OCC(=O)NNC(=O)c2cccnc2)cc1 | 3 | 7 | -4 | 0.7 | 7 | -3 | -10 | / | -1.4 | 2
COc1cccc(-n2c(Cn3nc(C(F)(F)F)cc3C)n[nH]c2=S)c1 | 6 | 8 | 0 | -0.4 | 4 | 3 | 1 | -0.2 | 0.6 | -1

Two compounds from above, reduced to Rv3671c inh:
| smiles | Rv3671c inh |
| --- | --- |
| Cc1c(C=C2C(=O)NC(=O)NC2=O)c(=O)n(-c2ccccc2)n1C | 1 |
| CC(C)(C)c1ccc(OCC(=O)NNC(=O)c2cccnc2)cc1 | 2 |

Going on with the list.
Compound | SARS 3CLpro inh | PriA SSB inh | MazF activator | Vc quorum ag | Mtb FBA inh | GDH-TPI counter | DUSP3 inh | Mtb BioA inh | Mtb UGM inh | Rv3671c inh
CC(C)C(C)NC(=O)COC(=O)/C=C/c1ccc(S(=O)(=O)N2CCc3ccccc32)cc1 (configuration not stated) | -5 | -15 | 3 | i | -3 | -5 | 22 | / | -1.1 | 7
COc1ccc(NS(=O)(=O)c2ccc(SC)cc2)cc1 | -1 | -5 | -26 | -0.4 | 4 | 4 | -12 | 2.5 | 0.5 | -8
N#CC(C#N)c1ccnc2ccccc12 | / | / | 8 | -5.0 | -1 | 3 | / | -1.5 | / | /
CCCN(C(=O)C1=COCCO1)c1c(N)n(Cc2ccccc2)c(=O)[nH]c1=O | / | -2 | 0 | 1.1 | 0 | 2 | / | / | -0.4 | 3
CNC(=O)C1(CC(C)C)C=CCN1C(C)=O (configuration not stated) | 0 | 6 | -2 | i | 1 | -1 | 9 | 0.5 | -0.8 | -2
O=C(N/N=C/c1cccnc1)c1cccc(S(=O)(=O)Nc2cccc(Cl)c2)c1 | 3 | / | 13 | -0.2 | 1 | 11 | 8 | -0.4 | 1.8 | -86
COc1ccc2c(c1)c1nnc(SCC(=O)N3CCCCC3C)nc1n2C (configuration not stated) | 2 | -12 | 8 | -0.3 | 2 | 7 | 17 | 7.1 | / | /
CCN(C(=O)COC(=O)/C=C/c1ccc(O)c(OC)c1)C1CCS(=O)(=O)C1 (configuration not stated) | 2 | -9 | 12 | -0.4 | 2 | 12 | 19 | -0.3 | 0.0 | 1
O=C(CCCOc1ccccc1)Nc1ccc2c(c1)OCCO2 | -5 | -8 | 6 | 1.9 | 22 | 9 | 4 | -0.9 | -5.2 | 6
O=[N+]([O-])c1ccc(N2CCOCC2)c2cccnc12 | 2 | -2 | 2 | -0.5 | 2 | 4 | 12 | -0.3 | 1.5 | 3

The closing 5 compounds of the section above open the next one.
Compound | SARS 3CLpro inh | PriA SSB inh | MazF activator | Vc quorum ag | Mtb FBA inh | GDH-TPI counter | DUSP3 inh | Mtb BioA inh | Mtb UGM inh | Rv3671c inh
O=C(N/N=C/c1cccnc1)c1cccc(S(=O)(=O)Nc2cccc(Cl)c2)c1 | 3 | / | 13 | -0.2 | 1 | 11 | 8 | -0.4 | 1.8 | -86
COc1ccc2c(c1)c1nnc(SCC(=O)N3CCCCC3C)nc1n2C (configuration not stated) | 2 | -12 | 8 | -0.3 | 2 | 7 | 17 | 7.1 | / | /
CCN(C(=O)COC(=O)/C=C/c1ccc(O)c(OC)c1)C1CCS(=O)(=O)C1 (configuration not stated) | 2 | -9 | 12 | -0.4 | 2 | 12 | 19 | -0.3 | 0.0 | 1
O=C(CCCOc1ccccc1)Nc1ccc2c(c1)OCCO2 | -5 | -8 | 6 | 1.9 | 22 | 9 | 4 | -0.9 | -5.2 | 6
O=[N+]([O-])c1ccc(N2CCOCC2)c2cccnc12 | 2 | -2 | 2 | -0.5 | 2 | 4 | 12 | -0.3 | 1.5 | 3
COc1ccc(-c2cc(-c3ccccc3)nc(=O)[nH]2)cc1 | 0 | -10 | 2 | i | + | 14 | -3 | / | 3.5 | 1
CC1CCN(C(=O)c2[nH]cnc2C(=O)Nc2nccs2)CC1 | / | 1 | 9 | -1.1 | -3 | 4 | / | -1.1 | -0.5 | -5
CCN(CCCNC(=O)CCn1c(=O)[nH]c2ccccc2c1=O)c1cccc(C)c1 | -2 | -23 | 6 | -9.1 | -5 | 18 | 30 | -1.9 | 1.1 | 0
CCOCC(=O)Nc1nc2ccc(OC)cc2s1 | 1 | -12 | 1 | i | -2 | 10 | -16 | -0.5 | 3.3 | 2
Cc1ccc(NC2SC(=O)N(CC(=O)O)C2=O)cc1 (configuration not stated) | -2 | -7 | -1 | 1.7 | 2 | 0 | 15 | -1.0 | 0.3 | 3
Cc1nc2ccccc2c(=O)n1NC(=O)/C=C/c1ccc(Br)cc1 | 3 | -26 | 8 | -0.3 | 4 | 7 | -2 | / | -0.2 | 0
O=C(NCCN1CCCC1)c1ccc(Cn2c(=S)[nH]c3cc4c(cc3c2=O)OCO4)cc1 | 3 | -5 | -13 | 0.8 | 7 | 0 | 29 | 12 | 0.5 | -5
CCc1ccc(OCC(=O)N2CC(C(=O)OC)Oc3ccccc32)cc1 (configuration not stated) | 1 | 0 | 0 | -1.2 | -1 | 6 | 21 | -0.2 | -1.8 | 7
COc1ccc(CCn2c(=N)c(C(=O)NCCN3CCOCC3)cc3c(=O)n4cccc(C)c4nc32)cc1OC | 2 | 13 | 9 | -2.7 | 2 | 8 | 10 | 2.4 | -2.8 | -2
O=C(COc1ccc(-n2cnnn2)cc1)Nc1cccc(Cl)c1Cl | -4 | -6 | -9 | -0.2 | 1 | -3 | 7 | -0.2 | -0.2 | 0

Carrying on.
Compound | SARS 3CLpro inh | PriA SSB inh | MazF activator | Vc quorum ag | Mtb FBA inh | GDH-TPI counter | DUSP3 inh | Mtb BioA inh | Mtb UGM inh | Rv3671c inh
O=C(Nc1ccncc1)c1cc(S(=O)(=O)N2CCCC2)ccc1Cl | / | -9 | 5 | i | 3 | -4 | / | -1.4 | -1.9 | 3
O=C(NCCN1CCN(c2ccccc2)CC1)c1cccc(Br)c1 | -1 | 4 | 0 | i | 0 | 1 | 8 | 0.8 | / | 0
CCn1ncc(C2C(C(=O)Nc3ccc(C)cn3)=C(C)NC3=C2C(=O)CCC3)c1C (configuration not stated) | 3 | -12 | -4 | i | 18 | 12 | 7 | / | -0.6 | 1
Cc1ccc(S(=O)(=O)N(CCC#N)CCN2CCCC2)cc1 | -2 | -15 | -7 | i | 3 | -1 | 14 | -2.5 | 0.4 | -6
CSc1ncnc2c1ccn2CC(=O)Nc1ccc(C)c(C)c1 | / | -12 | -1 | -2.7 | 7 | 7 | / | -0.3 | -0.9 | -1
COCCCNC(=O)c1c[nH]c2ccc(S(=O)(=O)N3CCC4(CC3)OCCO4)cc2c1=O | 3 | -14 | -1 | -0.5 | 0 | 7 | -33 | / | / | 8
C=CCN1C(=O)c2ccc(C(=O)NCC(=O)Nc3c(C)cc(C)cc3C)cc2C1=O | / | 1 | 1 | 0.7 | 8 | -1 | / | -1.4 | 2.5 | -7
O=S1(=O)CC(O)C(NCc2cccnc2)C1 (configuration not stated) | 5 | -17 | -1 | -2.2 | 0 | 13 | 4 | 1.5 | 0.8 | -7
O=C(NCC1CCCCC1)C1CCN(C(=O)NC2CCCCC2)CC1 | -2 | -11 | 3 | -0.3 | 2 | -6 | 30 | -1.0 | -0.8 | 6
O=C(NNC(=O)C1CCN(Cc2ccc(F)cc2Cl)CC1)Nc1ccc([N+](=O)[O-])cc1 | 6 | -2 | 7 | -0.4 | 6 | 7 | 10 | / | 0.5 | -2

Profiles from above. Order of values: SARS 3CLpro inh | PriA SSB inh | MazF activator | Vc quorum ag | Mtb FBA inh | GDH-TPI counter | DUSP3 inh | Mtb BioA inh | Mtb UGM inh | Rv3671c inh
Listed for `C=CCN1C(=O)c2ccc(C(=O)NCC(=O)Nc3c(C)cc(C)cc3C)cc2C1=O` → / | 1 | 1 | 0.7 | 8 | -1 | / | -1.4 | 2.5 | -7
Listed for `O=C(Nc1ccncc1)c1cc(S(=O)(=O)N2CCCC2)ccc1Cl` → / | -9 | 5 | i | 3 | -4 | / | -1.4 | -1.9 | 3

(continued)
Compound | SARS 3CLpro inh | PriA SSB inh | MazF activator | Vc quorum ag | Mtb FBA inh | GDH-TPI counter | DUSP3 inh | Mtb BioA inh | Mtb UGM inh | Rv3671c inh
N#CCC(=O)Nc1ccc(C(=O)OCC(=O)Nc2cccc(C(F)(F)F)c2)cc1 | 4 | -6 | -3 | -0.4 | 3 | 3 | 22 | / | -0.8 | -118
N=c1n(CCN2CCCCC2)c2ccccc2n1CC(O)c1ccco1 (configuration not stated) | -2 | -4 | -3 | -0.5 | 3 | 2 | 13 | / | 3.0 | -7
CCSC1=N/C(=C\c2ccc(C)s2)C(=O)S1 | 2 | -9 | -11 | -0.2 | -8 | -1 | -13 | -0.1 | -1.4 | -2
Cc1ccc(S(=O)(=O)N2CCN(c3ccc([N+](=O)[O-])c(Sc4nncn4C)c3)CC2)cc1 | 0 | 10 | -1 | i | -6 | -3 | 3 | / | 1.2 | -3
CC1Cc2ccccc2N1C(=O)CSc1nnc(C2CC2)n1C (configuration not stated) | 2 | -6 | 8 | i | 0 | 13 | 39 | / | 3.0 | -6

Screening results as filed in PubChem BioAssay.
